Screens: PubChem, Broad Institute
DENV2 CPE: inhibitors of DENV2 cytopathic effect, primary screen, cell-based, plate reader, single concentration; DENV2-infected cells, cytopathic effect rescue; CPE inhibition, % at 9.99 µM; hit rate 1.7% among 350,000; AID 651640, 2012; in the data active means CPE inhibition above about 20%, passing the limit was not always enough; inconclusive means no clear call, values can overlap the other calls; tested in BHK-21 cells;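 further: 0% = median of neutral control wells and 100% = median of positive control wells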
PglD DTNB: C. jejuni PglD acetyltransferase inhibitors, primary screen, biochemical, DTNB colorimetric, single point | UDP-N-acetylbacillosamine N-acetyltransferase PglD (Campylobacter jejuni) | purified PglD enzyme, DTNB colorimetric CoA detection | inhibition, % at 12.5 µM | hit rate 0.098% among 360,000 | AID 602405, 2012; in the data active means inhibition above about 16%, passing the limit was not always enough; inconclusive means no clear call, values can overlap the other calls; further: strong numbers were not always called active
S100A4 MyoIIA: inhibitors of S100A4-myosin IIA peptide binding, primary screen, biochemical, fluorescence polarization, TAMRA-MyoIIA peptide. Protein S100-A4 (Homo sapiens), P26447. inhibition, % at 10.7 µM. hit rate 0.14% among 360,000;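 active means mean inhibition of at least 70% across replicates, with every replicate also reaching that level; inconclusive means mean inhibition reaches 70% but some replicates fall short; inactive means mean inhibition below 70%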
Target sequence (P26447 whole entry, looked up): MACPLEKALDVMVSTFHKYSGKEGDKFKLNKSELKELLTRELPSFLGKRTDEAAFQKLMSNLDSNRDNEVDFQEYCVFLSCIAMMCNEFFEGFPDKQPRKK
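Material: S100A4 monomer protein / Buffer or medium: 50 mM HEPES pH 7.2, 10 mM CaCl2, 100 mM KCl / Times: 5 min incubation before reading / Benchmarks: neutral control DMSO, positive control TFP / Reagent: labelled myosin peptide probe, 5 nM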
SIRT5 block: SIRT5 desuccinylase inhibitors, primary screen, biochemical, fluorescence imaging, single point, set 5. NAD-dependent protein deacylase sirtuin-5, mitochondrial (Homo sapiens), Q9NXA8. Purified SirT5, succinyl-peptide AMC, trypsin-coupled fluorescence. inhibition, % at 15 µM. hit rate 1.1% among 330,000; in the data active means inhibition above about 15%; inconclusive means no clear call, values can overlap the other calls
Target sequence (Q9NXA8 whole entry, looked up): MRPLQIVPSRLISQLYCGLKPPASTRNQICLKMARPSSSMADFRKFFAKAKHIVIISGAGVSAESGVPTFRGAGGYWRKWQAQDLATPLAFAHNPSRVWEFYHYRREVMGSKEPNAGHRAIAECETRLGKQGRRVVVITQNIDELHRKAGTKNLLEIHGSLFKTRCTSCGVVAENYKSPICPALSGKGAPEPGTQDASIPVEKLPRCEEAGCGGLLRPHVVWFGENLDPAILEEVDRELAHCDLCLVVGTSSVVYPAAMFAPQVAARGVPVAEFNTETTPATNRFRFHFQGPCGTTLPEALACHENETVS
ERp5 inh: inhibitors of ERp5-driven insulin aggregation, primary screen, biochemical, turbidity, absorbance 650 nm, single point; Protein disulfide-isomerase A6 (Homo sapiens), Q15084; inhibition, % at 9.99 µM; AID 651711, 2012; hit rate 0.05% among 350,000; 90 min;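 active means mean replicate inhibition above about 25%, with every replicate also reaching it, limit read from the data, passing the limit was not always enough; inconclusive means only one of those two criteria met; inactive means neither criterion met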
Target sequence (Q15084 whole entry, looked up): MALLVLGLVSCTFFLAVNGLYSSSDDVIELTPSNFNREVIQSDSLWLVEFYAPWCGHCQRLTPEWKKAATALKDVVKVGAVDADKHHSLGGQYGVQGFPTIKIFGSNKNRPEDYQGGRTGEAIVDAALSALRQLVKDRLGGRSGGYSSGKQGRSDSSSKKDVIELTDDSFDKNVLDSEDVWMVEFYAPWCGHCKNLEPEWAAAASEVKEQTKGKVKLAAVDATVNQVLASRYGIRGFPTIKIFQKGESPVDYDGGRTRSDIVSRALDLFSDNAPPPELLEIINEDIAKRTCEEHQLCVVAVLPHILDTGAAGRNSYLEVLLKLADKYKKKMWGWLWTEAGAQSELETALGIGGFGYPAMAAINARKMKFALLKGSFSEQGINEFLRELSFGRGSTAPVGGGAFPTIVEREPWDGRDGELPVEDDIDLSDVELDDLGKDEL
C2C12 statin: suppressors of statin myotoxicity in C2C12 myotubes, primary screen, cell-based, single point, plate reader | C2C12 myotubes + simvastatin, ATP luminescence, 48 h; scaled: DMSO 0, geranylgeraniol control 100 | rescue of ATP level, % at 7.49 µM | hit rate 0.78% among 330,000 | AID 602340, 2012;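 active means mean ATP rescue above about 67%, or every replicate alone reaching that limit, limit read from the data, passing the limit was not always enough; inconclusive means no clear call, values can overlap the other calls; inactive means mean under the limit and some replicate under it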;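 further: myotubes were challenged with 10 µM simvastatin during compound exposure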
E-sel inducer: E-selectin induction in HUVECs, primary screen, imaging, HUVEC, immunofluorescence imaging, single point | P16581 | activation, % at 7.58 µM | hit rate 0.37% among 260,000 | normalized: neutral wells 0, TNF-alpha wells 100;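 active means mean E-selectin-positive cell signal at least 10% of the positive control, reached in at least 60% of replicates, without over 20% cell loss; inconclusive means no rule given, readout overlaps actives, possibly toxicity-flagged; inactive means the rest, including those meeting only one limit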;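 further: in these data hits start at about 27%; measured in HUVEC primary endothelial cells; signal is the percent of cells scored E-selectin positive by PE staining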
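Material: HUVEC primary endothelial cells; Amount: 3,000 cells per well; Dosing: single concentration; Medium: EGM-2 growth medium on 0.1% gelatin-coated wells; Read-out basis: percent E-selectin-positive cells; Signal: immunofluorescence imaging; Control set: TNF-alpha, DMSO.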
Starred values were filed as active, the others as inactive; ? = inconclusive; . = not tested or not shown. The list is partial; the hit share may differ from the screen's.

SMILES	DENV2 CPE	PglD DTNB	S100A4 MyoIIA	SIRT5 block	ERp5 inh	C2C12 statin	E-sel inducer
CCOc1ccc(N/C(N)=N/c2nc(C)c(C)c(=O)[nH]2)cc1	13	9	-9	2	-1	11	0.0
O=C(CN1CCOCC1)Nc1nc(-c2ccccc2)cs1	-2	-1	45	-3	1	0	.
Cc1nc(-c2ccc(C#N)cc2)cs1	7	.	-3	1	0	.	-0.1
C[C@@H]1CCCCO[C@H](CN(C)C(=O)Nc2ccc(C(F)(F)F)cc2)[C@@H](C)CN([C@@H](C)CO)C(=O)c2cc(NS(=O)(=O)c3cccs3)ccc2O1	6	-1	-7	4	-2	34	-0.3
O=C(Nc1ccccc1N1CCCCC1)c1ncoc1-c1cccc(F)c1	11	-3	-2	-4	-2	.	0.7
CC(C)n1ncc2c(C(=O)NCCOc3ccccc3F)cc(C3CC3)nc21	11	0	-5	0	1	3	.
Cc1noc(C)c1NC(=O)N(C)C[C@@H]1Oc2ccc(NC(=O)c3ccncc3)cc2CC(=O)N([C@@H](C)CO)C[C@H]1C	-3	-2	18	4	-13	-25	.
Cc1cc(C)n2c(SCC(=O)Nc3ccccc3C#N)nnc2n1	4	-3	2	-2	-1	0	0.1
CCOc1ccc(NC(=O)C2CCN(S(=O)(=O)c3cccs3)CC2)cc1	0	0	-1	-1	3	-96	.
CC(C)(C)c1ccc(S(=O)(=O)Nc2ccc(C(=O)N3CCCC3)cc2)cc1	-8	-1	-1	-1	-3	3	-0.7
C[C@@H]1CN([C@@H](C)CO)C(=O)c2cccc(NC(=O)c3ccncc3)c2O[C@H]1CN(C)S(=O)(=O)c1cn(C)cn1	17	2	-3	-3	-1	-2	-2.4
COC(=O)Cn1c2c(c3cc(C)ccc31)CCCC2NC(C)c1ccccc1 (centres undefined)	1	.	0	-1	9	.	2.4
O=c1ccnc(SCCC(F)=C(F)F)[nH]1	6	.	3	9	0	.	-1.3
Cc1cc(C)c(C)c(S(=O)(=O)N2CCC(C(=O)OCC(=O)NC3CCS(=O)(=O)C3)CC2)c1C (centres undefined)	-1	1	-3	.	-4	4	-0.3
COCCCNC(=S)N/N=C/c1ccc2c(c1)OCO2	-5	1	-1	-6	1	.	.
CNC(=O)/C=C/c1cc(C(=O)c2ccc(Cl)cc2Cl)cn1C	-3	.	3	5	4	.	0.2
Cc1cc(C(=O)Nc2cccc3c2O[C@H](CN(C)Cc2ccc(Cl)c(Cl)c2)[C@@H](C)CN([C@@H](C)CO)C3=O)n(C)n1	.	3	1	9	4	-59	0.0
C=CCNC(=S)NC(=O)c1oc2ccccc2c1C	6	.	-11	-9	-5	1	49*
Cc1ccc2cccc(OCC(=O)c3cc(C)n(Cc4ccco4)c3C)c2n1	-3	.	-4	-5	1	.	0.0
COc1ccc(C(=O)NNC(=O)c2ccccc2[N+](=O)[O-])cc1Br	1	.	-1	0	8	.	-2.7

An excerpt from the list above:
SMILES	DENV2 CPE	PglD DTNB	S100A4 MyoIIA	SIRT5 block	ERp5 inh	C2C12 statin	E-sel inducer
CNC(=O)/C=C/c1cc(C(=O)c2ccc(Cl)cc2Cl)cn1C	-3	.	3	5	4	.	0.2
Cc1cc(C(=O)Nc2cccc3c2O[C@H](CN(C)Cc2ccc(Cl)c(Cl)c2)[C@@H](C)CN([C@@H](C)CO)C3=O)n(C)n1	.	3	1	9	4	-59	0.0
C=CCNC(=S)NC(=O)c1oc2ccccc2c1C	6	.	-11	-9	-5	1	49*
Cc1ccc2cccc(OCC(=O)c3cc(C)n(Cc4ccco4)c3C)c2n1	-3	.	-4	-5	1	.	0.0
COc1ccc(C(=O)NNC(=O)c2ccccc2[N+](=O)[O-])cc1Br	1	.	-1	0	8	.	-2.7

Following part:
SMILES	DENV2 CPE	PglD DTNB	S100A4 MyoIIA	SIRT5 block	ERp5 inh	C2C12 statin	E-sel inducer
O=C(Nc1ccc2c(c1)OCCO2)C1CC(c2ccccc2Cl)=NO1 (centres undefined)	5	-1	-2	0	2	-2	0.8
O=C([C@@H]1[C@@H](CO)[C@@H]2Cn3c(ccc(-c4ccccc4F)c3=O)[C@H]1N2C(=O)C1CC1)N1CCCCC1	-3	-3	-1	-13	-14	-2	0.7
O=C(CCCCCn1nnc2ccccc2c1=O)Nc1ccccc1F	-5	-2	-9	-7	4	3	.
CCc1nc(N2[C@H](CO)[C@H](c3ccccc3-c3ccccc3C)[C@@H]2C#N)sc1C	0	.	-4	0	3	.	-0.1
N#Cc1ccc(-c2ccc3c(c2)[C@H]2[C@H](CCN2C(=O)c2ccccc2F)[C@H](CO)N3)cc1	5	-4	-13	-3	3	4	-0.7
CNC(=O)CC1C(=O)N(c2ccc(F)cc2)C(=S)N1NC(=O)c1ccc(Br)cc1 (centres undefined)	-1	1	-1	-1	-4	6	0.1
Cc1ccc(-c2nc3sc4c(c3c(=O)n2N)CC(C)(C)OC4)cc1	.	-2	.	.	.	5	-0.1
C/C(=N\OCc1nc2ccccc2c(=O)n1/N=C/c1cc([N+](=O)[O-])ccc1O)c1ccccc1	-4	.	-2	2	-12	-1	.
O=C(CN(c1ccccc1Cl)S(=O)(=O)c1ccccc1)NCc1ccccc1	15	-2	2	3	6	2	0.3
C[C@H](CO)N1C[C@H](C)[C@H](CN(C)Cc2ccncc2)Oc2c(NS(C)(=O)=O)cccc2C1=O	-5	-1	-1	-5	3	-11	-8.9

5 compounds out of the list above, arranged by the number in SIRT5 block, descending:
SMILES	DENV2 CPE	PglD DTNB	S100A4 MyoIIA	SIRT5 block	ERp5 inh
O=C(CN(c1ccccc1Cl)S(=O)(=O)c1ccccc1)NCc1ccccc1	15	-2	2	3	6
CCc1nc(N2[C@H](CO)[C@H](c3ccccc3-c3ccccc3C)[C@@H]2C#N)sc1C	0	.	-4	0	3
N#Cc1ccc(-c2ccc3c(c2)[C@H]2[C@H](CCN2C(=O)c2ccccc2F)[C@H](CO)N3)cc1	5	-4	-13	-3	3
O=C(CCCCCn1nnc2ccccc2c1=O)Nc1ccccc1F	-5	-2	-9	-7	4
O=C([C@@H]1[C@@H](CO)[C@@H]2Cn3c(ccc(-c4ccccc4F)c3=O)[C@H]1N2C(=O)C1CC1)N1CCCCC1	-3	-3	-1	-13	-14

Further entries:
SMILES	DENV2 CPE	PglD DTNB	S100A4 MyoIIA	SIRT5 block	ERp5 inh	C2C12 statin	E-sel inducer
O=C(CN1CCN(C(=O)c2cccc(S(=O)(=O)N3CCCC3)c2)CC1)Nc1cccc(F)c1	-6	3	-6	-1	-1	-20	-0.2
C[C@H]1CN([C@@H](C)CO)C(=O)Cc2cc(NC(=O)Nc3ccc(F)cc3)ccc2O[C@H]1CN(C)C(=O)Nc1ccc2c(c1)OCO2	-7	2	-13	-8	-2	28	-1.4
CCN(CC(=O)NCc1cccs1)C(=O)c1cccc(Cl)c1	3	5	1	-2	-5	1	1.6
C[C@H](CO)N1C[C@H](C)[C@H](CN(C)C(=O)Cc2cccnc2)Oc2cc(-c3cncnc3)ccc2S1(=O)=O	-5	0	-4	2	2	-8	0.2
O=C(C[C@H]1C[C@H]2c3cc(NC(=O)C4CCOCC4)ccc3O[C@H]2[C@H](CO)O1)NCc1ccccc1	13	2	27	9	0	1	-0.7
CC(C)C#Cc1ccc([C@H]2[C@@H](CO)N3C(=O)CN(C(=O)NC4CCCCC4)C[C@@H]23)cc1	-1	.	9	-3	-11	.	0.9
COc1cccc(OCCCn2cc(/C=C3/C(=N)N4C=C(C)SC4=NC3=O)c3ccccc32)c1	6	.	-1	0	6	.	-0.1
COc1cc(/C=C2/C(=N)N3C=CSC3=NC2=O)ccc1OCCOc1ccc(NC(C)=O)cc1	0	.	-7	-2	1	.	-1.0
COC(=O)C1=C(C)N(Cc2ccc(C(F)(F)F)cc2)C(=NCc2ccccc2)NC1c1ccc(Cl)cc1 (centres undefined)	-5	.	-2	.	1	.	-0.4
Cc1ccc(S(=O)(=O)Nc2ccc3c(c2)C(=O)N([C@H](C)CO)C[C@@H](C)[C@@H](CN(C)S(=O)(=O)c2ccc(Cl)cc2)OCCCC[C@@H](C)O3)cc1	-19	3	.	.	.	.	0.4
CC(C)C(=O)Nc1ccc2c(c1)C(=O)N(C)[C@H]1CC[C@@H](CC(=O)NCCCN(C)C)O[C@@H]1CO2	3	-2	4	-2	1	-4	-0.1
O=C(O)/C(=C\c1cn(-c2ccccc2)nc1-c1cccnc1)NC(=O)c1ccccc1	3	1	3	-3	1	0	0.2
O=C(CCc1nc2ccccc2c(=O)[nH]1)N1CCCc2ccccc21	53*	.	9	0	0	-5	0.9
C=C(C)C(=O)Nc1ccc(NC(C)C)cc1	-5	3	-7	2	2	-4	0.0
CN(C(=O)c1cccc(NC(=O)Cc2cccc(NC(=O)C3CCCN(C(=O)C4CC4)C3)c2)c1)C1CCC1 (centres undefined)	0	2	-16	0	9	2	0.4
CCOC(=O)c1c(S(=O)(=O)Nc2cccc(-c3ccno3)c2)c(C)n(C)c1C	?	-4	4	1	1	5	.
COc1cc(CC(=O)NNC(=O)c2cccs2)cc(OC)c1OC	-1	.	10	-4	-7	6	0.0
O=C(NCCN1CCC(n2c(=O)[nH]c3ccccc32)CC1)c1ccccc1Cl	-3	.	0	-5	0	.	0.1
Cc1ccc(-c2ccnc(=S)[nH]2)cc1	-1	-5	-4	-5	-2	11	.
CO[C@@H]1CN(C)C(=O)c2cc(NC(=O)c3nc4ccccc4s3)ccc2OC[C@@H](C)N(Cc2cncnc2)C[C@H]1C	-6	-2	1	2	-7	7	-0.1
Cc1ccsc1C1Nc2ccccc2-c2nc3ccccc3n21 (centres undefined)	8	.	31	-16	-11	.	3.2
C[C@@H]1CN([C@H](C)CO)C(=O)c2cccc(NS(=O)(=O)c3cccs3)c2O[C@@H]1CN(C)S(=O)(=O)c1cccs1	1	-4	-4	-2	-3	?	-0.1
Cc1cc(C)n2nc(C(=O)OCC(=O)Nc3ccc4c(c3)OCCO4)nc2n1	2	4	-4	2	5	13	.
